Bioassay records as filed in PubChem.
DAX1 inh-1 – DAX1 (NR0B1) inhibition, primary screen | HEK293T StAR-luciferase reporter, SF-1/DAX-1 repression relief | AID 652010 | inhibition, % at 6.8 µM | actives 1.1% (n = 370,000);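 active = inhibition above the mean over all tested compounds plus 3 SD, cut at about 3.6% in these data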;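 also: 0% = DAX-1 cells with DMSO and 100% = cells lacking DAX-1 with DMSO; higher inhibition means more luminescence from relief of DAX-1 repression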
SMARCA2 act – increases SMARCA2 function in MMTV reporter cells; MG213 cells, MMTV-luciferase reporter, dexamethasone, overnight; activation, % at 9.1 µM; actives 1% (n = 370,000); AID 652017; in the data active = activation above about 7.8%;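 also: 0% = vehicle wells and 100% = reference activator wells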
DAX1 inh-2 – NR0B1 (DAX1) inhibition | AID 504766 | inhibition, % at 6.75 µM | actives 0.99% (n = 340,000) | HEK293 Gal4-DAX1 luciferase reporter, luminescence;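 active = inhibition above the mean over all tested compounds plus 3 SD, cut at about 4.2% in these data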;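 also: 0% = DAX1-transfected cells with DMSO and 100% = empty-vector control cells with DMSO; inhibition shows as a rise in luminescence from relieved DAX1 repression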
sPLA2-III inh – Inhibits HGIII-sPLA2 liposome hydrolysis, primary screen; inhibition, % at 12.2 µM; actives 0.56% (n = 370,000); Q9NZ20; AID 743126; QFRET BODIPY PC-A2 liposome hydrolysis, fluorescence;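 active = inhibition above mean plus 3 SD of compounds lying within the high and low control bounds, cut at about 19% in these data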;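 also: 0% = median of test compound wells and 100% = no enzyme DMSO wells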
NPR2 activator – GC-B (human) receptor activation | P20594 | actives 0.11% (n = 370,000) | AID 1920062 | HEK293-GC-B cells, CNP EC30, cGMP TR-FRET; 0% at EC30 CNP, 100% saturating CNP | activation, % at 10 µM;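 active = activation at 10 µM reaching about 35% in either raw or pattern-adjusted values, limit read from the data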
hgDAF-12 ag – hgDAF-12 agonism, primary luciferase screen; HEK293 GAL4-hgDAF12 UAS-luciferase reporter, agonist luminescence; normalized to butyrate control; activation, % at 6.8 µM; actives 1.8% (n = 370,000);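 active = activation above a cutoff set at the mean of all screened compounds plus 3 SD, cut at about 10% in these data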;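 also: 0% = DMSO wells and 100% = sodium butyrate wells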
NPR1 activator – GC-A (human) enzyme activation. HEK293 GC-A cells, cGMP TR-FRET, EC30 ANP; 0% at EC30 ANP, 100% saturating ANP. actives 0.14% (n = 370,000). activation, % at 10 µM. P16066; in the data active = activation above about 40%
Target sequence (P16066 whole entry, looked up): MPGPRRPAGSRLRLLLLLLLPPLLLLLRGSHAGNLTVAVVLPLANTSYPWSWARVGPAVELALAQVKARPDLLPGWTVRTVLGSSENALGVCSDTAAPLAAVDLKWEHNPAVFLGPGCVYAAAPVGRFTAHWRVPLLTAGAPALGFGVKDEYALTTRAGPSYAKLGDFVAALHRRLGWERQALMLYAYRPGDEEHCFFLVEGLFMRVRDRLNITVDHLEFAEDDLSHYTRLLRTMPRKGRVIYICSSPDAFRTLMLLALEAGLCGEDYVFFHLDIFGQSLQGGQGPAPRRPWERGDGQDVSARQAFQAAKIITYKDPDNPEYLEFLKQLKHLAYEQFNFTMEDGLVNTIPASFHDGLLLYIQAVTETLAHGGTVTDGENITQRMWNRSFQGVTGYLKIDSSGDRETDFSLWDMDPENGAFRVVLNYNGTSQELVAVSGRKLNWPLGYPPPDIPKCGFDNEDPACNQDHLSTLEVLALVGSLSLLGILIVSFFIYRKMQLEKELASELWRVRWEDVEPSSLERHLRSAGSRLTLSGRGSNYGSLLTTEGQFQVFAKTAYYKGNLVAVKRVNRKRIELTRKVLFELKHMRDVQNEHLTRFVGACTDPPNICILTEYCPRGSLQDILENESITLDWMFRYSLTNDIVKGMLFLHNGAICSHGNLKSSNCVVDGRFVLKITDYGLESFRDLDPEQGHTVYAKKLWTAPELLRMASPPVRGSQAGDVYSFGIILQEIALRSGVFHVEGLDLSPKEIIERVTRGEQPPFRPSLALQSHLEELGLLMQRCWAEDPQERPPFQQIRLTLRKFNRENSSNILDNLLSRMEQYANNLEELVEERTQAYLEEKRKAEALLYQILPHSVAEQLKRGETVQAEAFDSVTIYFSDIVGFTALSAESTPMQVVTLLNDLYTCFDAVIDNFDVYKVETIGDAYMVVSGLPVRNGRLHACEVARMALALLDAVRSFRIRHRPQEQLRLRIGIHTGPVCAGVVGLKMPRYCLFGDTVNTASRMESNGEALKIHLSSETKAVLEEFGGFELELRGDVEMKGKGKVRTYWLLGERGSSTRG
GAA850 FXN act – frataxin GAA850 promoter activation; actives 0.56% (n = 360,000); HEK293 lucGAA850 FXN promoter luciferase reporter, 24 h; percent of 10 µM SAHA response; activation, % at 6 µM;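 active = activation above the average of all compounds screened plus 3 SD, cutoff fixed separately per campaign, cut at about 7.5% in these data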;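 also: 0% = DMSO wells and 100% = 10 µM SAHA wells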
hcDAF-12 act – activators of H. contortus DAF-12 nuclear receptor. HEK293 hcDAF-12 lit1-tk-luc reporter, luminescence; 0% DMSO, 100% Δ7-dafachronic acid. AID 652067. actives 1.4% (n = 370,000). activation, % at 6.8 µM;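 active = activation above the mean of all tested compounds plus 3 SD, cut at about 5.5% in these data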;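 also: 100% = response to 3 µM Δ7-dafachronic acid high control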
ssDAF12 agonist – activates DAF-12 receptor from parasite S. stercoralis | HEK293 ssDAF-12/GRIP1 lit1-tk-luc reporter, luminescence; % of 3 µM dafachronic acid response | AID 652126 | activation, % at 6.8 µM | actives 1% (n = 370,000);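 active = activation above the mean over all tested compounds plus 3 SD, cut at about 0.9% in these data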;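 also: 0% = DMSO-only wells and 100% = 3 µM delta7-dafachronic acid wells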
proKLK7 act – proKLK7 (human) activation, primary screen | P49862 | purified proKLK7, EDANS-DABCYL substrate fluorescence; 100% is mature enzyme control, 0% vehicle | activation, % at 7 µM | actives 0.9% (n = 370,000);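 active = activation above the mean of all tested compounds plus 3 SD, computed per campaign excluding outliers beyond control limits, cut at about 13% in these data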
An asterisk follows results filed as active; nt = no result given.

SMILES	DAX1 inh-1	SMARCA2 act	DAX1 inh-2	sPLA2-III inh	NPR2 activator	hgDAF-12 ag	NPR1 activator	GAA850 FXN act	hcDAF-12 act	ssDAF12 agonist	proKLK7 act
CCCN(CC(=O)Nc1ccccc1C)C(=O)c1ccc(=O)n(Cc2ccccc2)n1	0.9	-1	0.8	2	0	-2.1	-2	-2.3	-0.6	-0.4	-0.2
O=C1CCC2(CC1)NC(=O)N(c1ccccc1)N2	-0.3	-3	0.1	2	2	8.1	-2	0.9	6.5*	1.1*	-0.4
CN(C)C(=O)c1ccc(SC(=S)NCc2ccccc2)cc1	-1.2	1	nt	3	3	0.4	24	nt	-0.4	-1.4	0.2
C=CCNc1nc(C(=O)OCC(=O)c2ccc(C)c([N+](=O)[O-])c2)cs1	0.1	0	-0.7	-21	-3	1.3	0	-0.9	-0.4	-0.4	-1.0
N#Cc1c(N2CCCC(O)C2)nc(N)c2c(N)nc3c(c12)CC(=O)N3C12CC3CC(CC(C3)C1)C2 (configuration not stated)	-1.2	-1	0.1	-3	-8	-0.9	19	0.1	-2.5	-1.1	-1.9
COc1ccc(C(=O)N/N=C(/C)c2ccc(N3CCCCC3)cc2)cc1	1.5	4	-0.1	1	10	9.3	-3	2.9	3.4	-0.2	-1.1
O=C(CN1CCCC1)Nc1ccc(NC(=O)Nc2ccccc2Cl)cc1	-0.7	4	-0.4	-7	1	3.7	0	3.7	0.9	-1.2	0.5
COc1ccc2[nH]c3c(=O)n(CCc4ccccc4)cnc3c2c1	-0.4	0	-0.1	2	5	2.5	-2	-7.5	1.3	-1.5	3.4
CC(C)(C)C(=O)Nc1cccc(-c2cc(-c3c(Cl)cccc3Cl)no2)c1	-0.7	-4	-2.2	-5	6	-1.6	2	0.1	-1.3	-2.3	0.4
CCN(CC)CCCN1C(=O)C(=O)/C(=C(/O)c2c(C)nc3ccccn23)C1c1ccc(C)o1 (configuration not stated)	0.4	-1	3.3	0	0	-0.9	4	1.1	-0.8	-1.4	-0.1
COc1ccc(-c2ccc3c(c2)c(Sc2ccccc2)c(-c2ccccc2)n3C)cc1	0.1	-2	nt	10	-4	0.6	0	nt	0.8	-1.0	0.2
COc1ccccc1OCC(=O)NCC1CCCN(C(=O)c2ccccc2SC)C1 (configuration not stated)	0.1	5	0.1	6	1	-3.1	2	-0.2	-2.1	-0.5	-0.4
Fc1ccc2nc(N3CCOCC3)sc2c1	1.0	6	0.5	1	4	12*	1	4.2	1.1	-1.0	-0.7
COC(=O)CC1C(=O)NCCN1C(=O)c1ccc(Cl)cc1 (configuration not stated)	0.1	-2	-0.4	18	3	1.6	-3	2.4	0.3	-0.9	0.3
c1cnc(N2CCN(c3cnccn3)CC2)nc1	-0.5	-1	2.4	-1	2	0.2	-3	3.1	0.5	-1.1	0.8
COc1cccc(C(=O)Nc2ccccc2-c2ccccc2)c1	-0.3	-3	-0.5	5	-5	-1.6	-1	1.2	-2.1	-1.3	0.1
Cc1ccccc1NC(=O)CSc1nnc(Cc2ccccc2)c(=O)n1N	-0.4	4	1.9	-3	-5	-0.6	-4	-0.7	-0.3	-1.1	-0.7
Cc1ccc(S(=O)(=O)N2CCCCC2)cc1NC(=O)Cn1c(=O)cnc2ccccc21	-0.2	0	-0.5	-2	-1	-4.0	0	7.2	0.5	-1.4	0.6
O=C(Nc1ccc(Cl)cc1)NC1CCCc2ccccc21 (configuration not stated)	-0.5	0	-1.1	-9	-1	-2.1	-3	0.4	0.6	-1.4	-0.5
CCCCCCCCCCCCOC(=O)C[N+](C)(C)C	-0.5	-4	nt	-4	8	-2.2	-7	nt	-2.0	-1.2	0.5
Clc1cccc(Cl)c1-c1noc(-c2ccno2)n1	0.7	-1	0.0	-2	-3	2.3	-2	1.5	-0.6	-1.3	-0.1
COc1ccc(N2CCCC2)c(NC(=O)c2ccc(Br)o2)c1	-0.6	-1	-0.4	-10	3	1.9	-11	2.2	-0.3	-0.9	0.6
CCOC(=O)C1(Cc2ccccc2)CCN(Cc2ccc(COC)o2)CC1	-0.6	-3	-1.0	-1	3	1.3	2	-1.3	-2.9	-1.3	0.4
CCc1ccccc1-n1ncc(C(=O)Nc2ccc(OC)cc2)c1C	1.1	8.0*	1.5	-5	6	9.3	3	2.8	4.8	-0.2	-0.1
COC(=O)C1=C(COc2ccc(F)cc2)NC(=O)NC1c1ccc(C)cc1C (configuration not stated)	-1.2	0	-0.8	-4	-4	-0.3	-6	-3.5	-2.6	-1.5	0.7

Entries above marked active in ssDAF12 agonist:
mol | DAX1 inh-1 | SMARCA2 act | DAX1 inh-2 | sPLA2-III inh | NPR2 activator | NPR1 activator | hcDAF-12 act | ssDAF12 agonist | proKLK7 act
O=C1CCC2(CC1)NC(=O)N(c1ccccc1)N2 | -0.3 | -3 | 0.1 | 2 | 2 | -2 | 6.5* | 1.1* | -0.4

By substructure: those above with fluorine
SMILES	DAX1 inh-1	SMARCA2 act	DAX1 inh-2	sPLA2-III inh	NPR2 activator	hgDAF-12 ag	NPR1 activator	GAA850 FXN act	hcDAF-12 act	ssDAF12 agonist	proKLK7 act
Fc1ccc2nc(N3CCOCC3)sc2c1	1.0	6	0.5	1	4	12*	1	4.2	1.1	-1.0	-0.7
COC(=O)C1=C(COc2ccc(F)cc2)NC(=O)NC1c1ccc(C)cc1C (configuration not stated)	-1.2	0	-0.8	-4	-4	-0.3	-6	-3.5	-2.6	-1.5	0.7

The listing continues.
SMILES	DAX1 inh-1	SMARCA2 act	DAX1 inh-2	sPLA2-III inh	NPR2 activator	hgDAF-12 ag	NPR1 activator	GAA850 FXN act	hcDAF-12 act	ssDAF12 agonist	proKLK7 act
COc1ccc(OC)c(-n2c(C)cc(/C=C3\C(=N)N4N=C(CC(=O)N5CCOCC5)SC4=NC3=O)c2C)c1	0.1	1	-0.8	-8	1	-0.3	-1	0.9	-1.6	-0.5	0.5
CC(OC(=O)c1nsc(Cl)c1Cl)C(=O)NCc1cccs1 (configuration not stated)	-0.3	-3	1.4	-1	-2	-1.5	1	-0.7	-1.0	-0.8	1.3
CCOc1ccc(C(=O)Nc2ncccc2Cl)cc1	1.5	2	0.8	-1	4	11*	-1	3.5	1.9	-0.3	0.1
Cc1nn(C)c(Cl)c1CN1CCC(CO)(CC2CCCCO2)CC1 (configuration not stated)	0.1	-1	-3.2	7	2	-1.1	-1	2.5	-1.2	-1.1	0.2
Cc1cc(NC(=S)N(CCCN2CCN(C)CC2)Cc2ccco2)ccc1Cl	0.6	-1	-0.2	4	0	-1.0	-4	-1.4	0.3	-1.2	0.6
NC(COCc1ccccc1)c1csc(Nc2cc(NCCCO)ncn2)n1 (configuration not stated)	0.6	1	nt	-11	1	-1.8	1	1.1	-2.4	-2.0	0.0
O=C(CSc1cc(Cl)ccc1Cl)NCC1CCCO1 (configuration not stated)	-0.8	-3	0.5	2	0	3.5	-2	0.2	-2.3	-1.7	0.0
O=C(COC(=O)c1ccccc1)NCC1CCCO1 (configuration not stated)	-0.1	0	0.9	2	-5	2.9	3	-0.3	-0.4	-0.6	-0.4
CC(=O)c1ccc(N2CCN(c3ccc(S(=O)(=O)N4CCN(C)CC4)cn3)CC2)cc1	0.3	2	-2.0	-6	6	0.8	-5	0.6	-0.9	-0.6	0.3
COc1cc(OC)c(CN2CCCN(C)CC2)cc1Br	0.4	-2	1.7	7	-1	0.3	1	1.8	-2.8	-0.9	0.3
O=C(Nc1nc2ccccc2s1)c1ccc2sc([C@H]3C[C@H](O)[C@@H](CO)O3)nc2c1	-0.1	4	nt	-9	0	11*	11	3.4	0.3	-0.8	3.3
Cc1ccc(-c2csc(CC(N)=O)n2)cc1	3.0	3	0.1	-4	0	4.0	0	3.3	0.0	-0.7	-0.5
O=C(C1CCCN(Cc2cccc(Cl)c2)C1)N1CCCCC1 (configuration not stated)	-0.2	-4	0.2	6	3	-0.4	-8	-1.1	-0.8	-1.2	-0.1
COc1ccc(OC)c(CNc2c(C=O)c(=O)[nH]c3ccccc23)c1	-0.5	-1	-1.2	0	3	-3.5	7	0.3	-1.7	-1.2	-0.3
N#CC(Cc1ccccc1)(Cc1ccccc1)C(=O)NN	0.2	-2	1.4	0	0	-1.5	-2	1.0	1.3	-1.0	-0.3
O=C(Nc1ccccc1-c1ccccc1)NC1CC2CCCC(C1)N2CCc1ccccc1 (configuration not stated)	-0.5	1	0.7	-3	4	-0.7	0	-1.1	-1.2	-1.5	0.4
Cn1ncc([N+](=O)[O-])c1C(=O)NC1CCCCCC1	0.1	-1	0.1	4	0	-0.4	0	-0.5	0.9	-1.2	0.0
O=Cc1c(NCCc2cccc(F)c2)c2ccccc2[nH]c1=O	-0.2	-1	0.3	10	1	-1.8	-2	0.7	-2.0	-1.4	-0.3
Cc1cc(NC(=O)CSc2nnc(COc3ccccc3)n2Cc2ccco2)no1	0.3	-2	1.0	1	-2	-1.2	0	0.6	1.6	-0.8	-0.4
CCOc1ccc(Cl)cc1S(=O)(=O)N1CCC(C(=O)NCc2ccccn2)CC1	0.4	-3	0.1	3	1	2.0	-10	1.8	3.1	-0.7	-0.1
NS(=O)(=O)OCCCc1ccccc1	-0.5	3	1.6	3	9	0.5	-1	0.4	-0.5	-1.3	0.0
CC(=O)c1cccc(NC(=O)CCS(=O)(=O)c2cccc3nsnc23)c1	-0.2	-4	-0.8	6	11	-1.0	1	2.8	-1.1	-1.1	0.3
COCCCNC(=S)NNC(=O)C1CC1c1ccc(C(C)(C)C)cc1 (configuration not stated)	0.1	-2	5.2*	11	-1	3.0	0	-0.2	-0.2	-2.0	0.4
CCOC(=O)C(C)(C)NS(=O)(=O)c1ccc(Cl)c([N+](=O)[O-])c1	0.0	-2	0.1	-5	5	-2.5	3	1.8	-0.6	-0.6	0.1
CC(C)Oc1ccc(C(=O)NC(=S)N2CCOCC2)cc1	0.3	-2	0.4	4	2	1.4	-2	1.0	1.8	-1.2	0.3
CCCc1nc2ccccc2c(C(=O)OC2CCOC2=O)c1CC (configuration not stated)	0.2	-4	0.0	-2	7	2.9	3	3.5	0.0	-0.4	0.1
NC(=O)c1cccc(-c2ccnc3c2CC(C(=O)NCCC(F)(F)F)O3)c1 (configuration not stated)	-1.0	0	nt	-1	-3	1.5	2	-1.9	2.5	-1.4	0.2
CCSc1nnc(-c2cccc(S(=O)(=O)N(C)C)c2)n1-c1cc(OC)ccc1OC	-0.7	-3	0.0	5	-3	0.6	-7	-7.4	0.2	0.7	0.1

Some of these compounds in order of length of the SMILES, low to high:
SMILES	DAX1 inh-1	SMARCA2 act	DAX1 inh-2	sPLA2-III inh	NPR2 activator	hgDAF-12 ag	NPR1 activator	GAA850 FXN act	hcDAF-12 act	ssDAF12 agonist	proKLK7 act
COc1ccc(OC)c(CNc2c(C=O)c(=O)[nH]c3ccccc23)c1	-0.5	-1	-1.2	0	3	-3.5	7	0.3	-1.7	-1.2	-0.3
CC(=O)c1cccc(NC(=O)CCS(=O)(=O)c2cccc3nsnc23)c1	-0.2	-4	-0.8	6	11	-1.0	1	2.8	-1.1	-1.1	0.3
O=C(Nc1ccccc1-c1ccccc1)NC1CC2CCCC(C1)N2CCc1ccccc1 (configuration not stated)	-0.5	1	0.7	-3	4	-0.7	0	-1.1	-1.2	-1.5	0.4

The order is random; about 6.7% have a hit in one of these screens.
